influenza NS1A: H1N1 influenza NS1A inhibitors, functional cell based assay (AID 504329); inhibition, % at 12.5 µM; hits with a dose series show IC50 in µM; NS1A functional cell-based assay, percent inhibition; higher % means a stronger effect; hit rate 0.3% among 340,000; in the data active = a potency from the dose series; inconclusive = inhibition above about 27% without an active follow-up result; note: strong numbers were not always called active
M. tuberculosis HTS: M. tuberculosis growth inhibition, HTS (AID 449762); hit rate 0.59% among 330,000; one-dose inhibition, % at 25 µM; IC50 in µM for titrated hits; M. tuberculosis H37Rv growth inhibition, 7H9 media; higher % means a stronger effect; in the data active = a potency from the dose series; inconclusive = inhibition above about 70% without an active follow-up result;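 note: bacterial growth assessed after seven days of incubation; strong numbers were not always called active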
inhibitors of VEEV: inhibitors of VEEV TC-83 cytopathic effect, confirmation, Vero cells (AID 588727); Vero cells, VEEV TC-83 cytopathic effect inhibition; higher % means a stronger effect; inhibition, % at 20 µM; hits with a dose series show IC50 in µM; hit rate 0.13% among 350,000; in the data active = a potency from the dose series; inconclusive = inhibition mostly from about 14% at the one dose, without a potency; inactive = the rest, 99 in 100 with inhibition below about 12%; note: strong numbers were not always called active
tuberculosis growth: growth inhibition of non-replicating M. tuberculosis (AID 488890); one-dose inhibition, % at 25 µM; IC50 in µM for titrated hits; hit rate 0.39% among 320,000; Mycobacterium tuberculosis non-replicating, growth inhibition; higher % means a stronger effect; in the data active = a potency from the dose series; inconclusive = inhibition mostly from about 82% at the one dose, without a potency; inactive = the rest, 99 in 100 with inhibition below about 76%;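 note: plate controls were DMSO cells for no effect and high antibiotic wells for full effect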
PhoP GFP inhibition: PhoP regulon inhibitors, Salmonella typhi PhoP promoter GFP reporter, confirmatory (AID 1850); one-dose inhibition, % at 50 µM; IC50 in µM for titrated hits; hit rate 0.33% among 310,000; Salmonella Typhi PhoP-promoter GFP reporter, fluorescence, 4 h; higher % means a stronger effect; in the data active = a potency from the dose series; inconclusive = inhibition mostly from about 25% at the one dose, without a potency; inactive = the rest, 99 in 100 with inhibition below about 19%;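 note: 0% = induced wells with vehicle and 100% = uninduced wells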
inhibitors of VEEV 10K pilot screen: recorded beside inhibitors of VEEV, whose call it bears; inhibition, %; measured here: 10K pilot screen inhibition
Numbers without * were called inactive; i = inactive; ? = inconclusive; / = no result given. Compounds were not picked by outcome; about 1.5% have a hit in one of these screens.

SMILES | influenza NS1A | M. tuberculosis HTS | inhibitors of VEEV | tuberculosis growth | PhoP GFP inhibition | others
CCn1c(=NC(=O)c2ccc(S(=O)(=O)N(C)C)cc2)sc2cccc(OC)c21 | 0% | -2% | 3.7% | -10% | 0%
CN(CC(=O)N1CCN(Cc2ccccc2)CC1)S(=O)(=O)c1cccc2nsnc12 | -5% | 1% | 0.1% | 7% | 7%
CCCC(=O)NC(c1ccc(Cl)cc1)c1ccc2cccnc2c1O (centres undefined) | -7% | 8% | 4.0% | -14% | -2%
CC(C)[C@@H](C(=O)N1CCN(C(=O)OC(C)(C)C)CC1)n1cc(CCO)nn1 | -2% | 5% | i | -5% | -2%
Cc1cccn2c(=O)c3cc(C(N)=S)c(=N)n(CCCOC(C)C)c3nc12 | 11% | -5% | 4.8% | 34% | -1% | inhibitors of VEEV 10K pilot screen=6.0
CC1(C)OC2CC3C4CC=C5CC(O)CCC5(C)C4CCC3(C)C2(C(=O)CO)O1 (centres undefined) | -26% | / | 2.9% | / | /
Cc1cc(C(=O)N/N=C/c2c(C)nn(-c3ccccc3)c2Cl)n[nH]1 | / | -6% | 3.1% | 3% | -7%
O=C(NNc1nc2c(F)cc(F)cc2s1)C1=COCCO1 | -15% | 4% | 0.5% | 0% | 2%
Cc1oc(-c2ccc(Cl)cc2)nc1CN1CCC(C(=O)N2CCc3ccccc3C2)CC1 | 2% | ? | 4.3% | ? | -8%
O=C(c1ccco1)N(Cc1ccco1)Cc1cc2ccccc2[nH]c1=O | 2% | 2% | 4.2% | -8% | 7%
CCOc1ccc(CCNC(=O)c2cccs2)cc1OCC | -6% | 6% | 0.8% | 66% | 1%
Cc1ccc(C2CC(c3ccccc3Cl)n3nc(N)nc3N2)cc1 (centres undefined) | -9% | 0% | 1.9% | 25% | 6%
CCN1CCN(C(=O)c2ccc(Cn3c(=O)[nH]c4cc(OC)c(OC)cc4c3=O)cc2)CC1 | 16% | -12% | 8.2% | -6% | -11%
CCn1cc(C(=O)N2CCN(Cc3ccc4c(c3)OCO4)CC2)c2cc(OC)c(OC)cc2c1=O | -1% | -8% | 5.8% | -1% | 2%
Cc1cc(C)c(C(=O)COC(=O)c2cc([N+](=O)[O-])ccc2NCCO)cc1C | 0% | 0% | 1.9% | -12% | -10%
CN1CCCC(CC2c3ccccc3Sc3ccccc32)C1 (centres undefined) | 10% | 39% | i | 35% | 20%
CN1CCN(C(=O)CN(C)S(=O)(=O)c2cc(Cl)ccc2Cl)CC1 | -3% | 1% | 0.3% | -24% | 7%
COc1cc(CNCCc2ccc3c(c2)OCO3)cc(OC)c1OC | -1% | -5% | i | 2% | 8%
Cc1cc(C)cc(NC(=O)Cn2c(=O)oc3cc(S(=O)(=O)N4CC(C)CC(C)C4)ccc32)c1 (centres undefined) | 7% | 0% | 3.6% | / | /
COc1ccc(OC)c(N2C(=O)CC(NNC(=O)c3ccc4c(c3)OCO4)C2=O)c1 (centres undefined) | 9% | -4% | 1.3% | 24% | /
O=C(Cc1ccc([N+](=O)[O-])cc1)OCc1ccc([N+](=O)[O-])cc1 | 5% | 24% | 1.5% | 32% | 0%
O=C(COC(=O)c1ccc(Cl)cc1O)NCCN1C(=O)CSC1=O | 15% | -1% | i | 27% | 8%
CCCCn1c(N)c(N(CC(C)C)C(=O)CN(C)S(=O)(=O)c2ccc(NC(C)=O)cc2)c(=O)[nH]c1=O | -8% | -8% | 1.9% | 8% | 8%
O=C(N/N=C\c1cc(Br)cs1)c1ccncc1 | 1% | ? | 14% | / | -2%
O=C(c1ccc[nH]c1=S)N1CCN(S(=O)(=O)c2ccc(Br)cc2Cl)CC1 | -4% | 2% | 1.1% | -11% | 10%

An excerpt from above in order of molecular weight, rising.
SMILES | influenza NS1A | M. tuberculosis HTS | inhibitors of VEEV | tuberculosis growth | PhoP GFP inhibition | others
O=C(N/N=C\c1cc(Br)cs1)c1ccncc1 | 1% | ? | 14% | / | -2%
O=C(COC(=O)c1ccc(Cl)cc1O)NCCN1C(=O)CSC1=O | 15% | -1% | i | 27% | 8%
CN1CCN(C(=O)CN(C)S(=O)(=O)c2cc(Cl)ccc2Cl)CC1 | -3% | 1% | 0.3% | -24% | 7%

In the list so far, these contain an NH in an aromatic ring:
SMILES | influenza NS1A | M. tuberculosis HTS | inhibitors of VEEV | tuberculosis growth | PhoP GFP inhibition | others
Cc1cc(C(=O)N/N=C/c2c(C)nn(-c3ccccc3)c2Cl)n[nH]1 | / | -6% | 3.1% | 3% | -7%
O=C(c1ccco1)N(Cc1ccco1)Cc1cc2ccccc2[nH]c1=O | 2% | 2% | 4.2% | -8% | 7%
CCN1CCN(C(=O)c2ccc(Cn3c(=O)[nH]c4cc(OC)c(OC)cc4c3=O)cc2)CC1 | 16% | -12% | 8.2% | -6% | -11%
CCCCn1c(N)c(N(CC(C)C)C(=O)CN(C)S(=O)(=O)c2ccc(NC(C)=O)cc2)c(=O)[nH]c1=O | -8% | -8% | 1.9% | 8% | 8%
O=C(c1ccc[nH]c1=S)N1CCN(S(=O)(=O)c2ccc(Br)cc2Cl)CC1 | -4% | 2% | 1.1% | -11% | 10%

Going on with the list:
SMILES | influenza NS1A | M. tuberculosis HTS | inhibitors of VEEV | tuberculosis growth | PhoP GFP inhibition | others
COc1ccc(-c2ccc(/C=N/N3C(=O)C4C5C=CC(C6CC56)C4C3=O)o2)c([N+](=O)[O-])c1 (centres undefined) | 4% | 5% | 1.4% | -2% | 6%
CC1CC(O)(CC(O)(c2ccccc2)c2ccccc2)C(C)CN1C (centres undefined) | -5% | 11% | 0.1% | -12% | -19%
Cc1cc(C)c2nc(N3CCN(C(=O)c4cccs4)CC3)sc2c1 | 9% | ? | 4.5% | 25% | 5%
COc1ccc(OC)c(S(=O)(=O)N2CCCC(C(=O)N3CCOCC3)C2)c1 (centres undefined) | 6% | 0% | 0.1% | / | 4%
CCOC(=O)c1ccc(NC(=O)CN2CCN(C(=O)c3ccco3)CC2)cc1 | 2% | 25% | 0.2% | 26% | 0%
COC(=O)C(CC(C)C)NC(=O)c1ccc([N+](=O)[O-])c(C)c1 (centres undefined) | -5% | ? | 1.4% | 50% | 3%
CCCCn1c(N)c(N(CCC(C)C)C(=O)C2CC(=O)N(c3ccc4c(c3)OCCO4)C2)c(=O)[nH]c1=O (centres undefined) | -1% | -14% | 1.3% | 2% | -2%
N/C(=N/O)c1nc(N2CCCC2)nc(N2CCCC2)n1 | -2% | / | 0.7% | / | /
CCCCc1nnc(NC(=O)CSc2nc(=O)cc(N)n2-c2cccc(C)c2)s1 | 2% | -5% | 0.7% | -8% | -3%
Cc1ccc(S(=O)(=O)/N=C(\N)Nc2nc(C)c3ccccc3n2)cc1 | -5% | 5% | 1.9% | 53% | 0%
COC(=O)C1CN(C(=O)C(C)Oc2ccc(F)cc2)c2ccccc2O1 (centres undefined) | -22% | 5% | 0.3% | -3% | 2%
c1ccc(-c2cc3c(N4CCN(c5ncccn5)CC4)ncnc3s2)cc1 | 4% | 17% | 11% | -6% | -8%
O=C(O)c1ccc(OC(F)(F)C(F)C(F)(F)F)cc1 (centres undefined) | 0% | 6% | 2.4% | 15% | 10%
COc1ccc(N2CCN(C(c3cc4cc(C)ccc4[nH]c3=O)c3nnnn3Cc3ccccc3)CC2)cc1 (centres undefined) | 10% | -2% | 5.0% | 39% | 3%
Cc1cc2cc(CN(C(=O)C3CC3)C3CCCC3)c3nnnn3c2cc1C | -2% | ? | 3.2% | 4% | 1%
CCCS(=O)(=O)N1CCN(C(=O)COc2ccc(-c3ccccc3)cc2)CC1 | 5% | -1% | i | -11% | -6%
CCN(CC)c1ccc(/C=C2/C(=O)NC(=O)N(Cc3ccco3)C2=O)cc1 | 7% | 6% | 0.0% | -12% | 1%
O=S(=O)(N/N=C/c1ccc2c(c1)OCCO2)c1ccc(Cl)cc1 | 16% | -4% | 0.1% | 17% | 9%
Cc1ccc(Oc2ncccc2C(=O)NCC(=O)O)cc1 | 14% | -3% | i | -9% | 7%
CC(C)CN(C(=O)COC(=O)c1ccc(-c2ccccc2)cc1)C1CCS(=O)(=O)C1 (centres undefined) | -2% | 4% | 1.6% | 7% | -13%
O=C(CN1CCSC1=O)N1CCN(S(=O)(=O)c2ccc(F)cc2)CC1 | 5% | / | 0.7% | / | /
CCOC(=O)c1[nH]c2ccc(Br)cc2c1NC(=O)CCN1CCCC(C)C1 (centres undefined) | / | 0% | / | 1% | -2%
O=C(NCCCN1CCOCC1)c1ccc2c(c1)N(Cc1c(F)cccc1Cl)C(=O)c1ccccc1S2 | 12% | ? | i | 40% | 6%
Cc1ccccc1NC(=O)c1ccc(Cl)c(NC(=O)c2ccncc2)c1 | 5% | 2% | 0.1% | -12% | -3%
CCn1c(=O)c(-[n+]2ccccc2)c(O)c2ccccc21 | -7% | -12% | 0.2% | -5% | 1%

The results go on.
SMILES | influenza NS1A | M. tuberculosis HTS | inhibitors of VEEV | tuberculosis growth | PhoP GFP inhibition | others
C[N+](C)(C)CC(O)CC(=O)O (centres undefined) | 0% | 0% | 0.2% | -11% | -13%
CCCC(=O)C1=C(O)C(C(=O)OC)C(C)(C)CC1=Nc1cccc2ccccc12 (centres undefined) | 2% | -7% | 5.2% | 21% | -11%
O=C1NC(=O)C(=Cc2ccccc2[N+](=O)[O-])S1 | -16% | / | 3.0% | / | /
CCCOP(=O)(OCCC)C(NC(=O)c1cc(OC)c(OC)c(OC)c1)c1ccccc1 (centres undefined) | -6% | 1% | 7.6% | 13% | -9%
Cn1cccc1Cc1nnc(SCC(=O)N2CCCCCC2)n1-c1ccc(F)cc1 | -4% | -15% | 0.9% | 40% | -14%
COc1ccccc1NC(=S)NCc1ccc(S(N)(=O)=O)cc1 | 24% | -3% | 1.7% | 34% | -5%
COCCNC(=O)Cn1cc(/C=C2\C(=O)NC(=O)N(c3cccc(C)c3C)C2=O)c2ccccc21 | 15% | 6% | 0.6% | -19% | -25%
O=C(NN1CC(=O)N(c2cc(Cl)cc(Cl)c2)CC1=O)c1cccs1 | 15% | -1% | i | -1% | 5%
O=C(NNC(=O)C1CCC(C(=O)NNC(=O)c2cccs2)CC1)c1cccs1 (centres undefined) | 6% | 2% | 0.2% | -1% | 0%
CC1(C)CC2CC(C)(CN2S(=O)(=O)c2cccc(C(=O)O)c2)C1 (centres undefined) | -4% | 0% | 0.4% | 2% | /
COCCNC(=O)c1nc2c(nnn2Cc2cc(C)ccc2C)c(=O)[nH]1 | -6% | 1% | 0.3% | 25% | 2%
O=[N+]([O-])c1cccc(/C=C/c2ccccn2)c1 | 3% | 7% | 0.2% | 9% | -2%
CCOc1cc(/C=C(\C#N)C(=O)Nc2ccccc2C(=O)O)ccc1OC(=O)c1ccc(C)cc1 | 0% | 8% | i | 74% | -8%
COc1ccc(C2=NN(Cc3c(F)cccc3Cl)C(=O)CC2)cc1 | -12% | ? | 2.7% | 32% | -6%
COc1ccc2c(c1)c1ccccc1n2C | 12% | -13% | 3.2% | -1% | 2%
Nc1nnc(SCc2cccnc2)s1 | -5% | -12% | i | -5% | -7%
Cc1[nH]c2ccccc2c1CCCNC1CCCCC1 | 14% | -1% | i | 32% | 1%
C[C@H](CO)N1C[C@H](C)[C@@H](CN(C)C(=O)Nc2ccc(C(F)(F)F)cc2)Oc2c(NC(=O)c3ccncc3)cccc2C1=O | -2% | 7% | 0.3% | 16% | /
COc1cccc(-c2[nH]nc3c2C(c2ccsc2)C(C#N)=C(N)O3)c1 (centres undefined) | 0% | -2% | 0.9% | 10% | -8%
COC1OC(CO)C(O)C(O)C1O (centres undefined) | 5% | -5% | 1.3% | -1% | -2%

From PubChem BioAssay
